BL2 CD40 inh: CD40 pathway inhibition in BL2 cells; AID 1053188; BL2 NF-kB luciferase reporter, CD40L-induced, 4 h; 83,000 compounds, 0.94% hits; inhibition, % at 10 µM;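 active = mean inhibition of at least 50% with a set share of replicates also reaching that level; inconclusive = no clear call, values can overlap the other calls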;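 also: 0% = neutral control wells and 100% = IKK inhibitor VII at 50 µM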
Numbers without * were called inactive; ? = inconclusive; [ ] = dose if it differs, or a comment.

BL2 CD40 inh | compound
11 | O=C1CCC(C(=O)Nc2ccccc2N2CCCC2)=NN1
5 | CCN(CC(=O)Nc1ccccc1C(F)(F)F)C(=O)c1cccc(N2C(=O)CCC2=O)c1
4 | O=C(CN1C(=O)NC(Cc2c[nH]c3ccccc23)C1=O)NC1CC1 (stereo not given)
-1 | COc1ccc(Cl)cc1C=CC=NNS(=O)(=O)c1ccc(C)cc1
3 | COc1ccc(CNC(=O)Cc2ccc(-c3ccccc3)cc2)cc1OC
5 | O=C(COC(=O)c1ccc(F)cc1)Nc1cc(S(=O)(=O)N2CCOCC2)ccc1N1CCCC1
-15 | CCCCn1c(N)c(N(CCOC)C(=O)c2cc(S(=O)(=O)N3CCCCC3)ccc2C)c(=O)[nH]c1=O
-2 | CC(=O)NC(CCS(C)(=O)=O)C(=O)Nc1nc(C)cs1 (stereo not given)
2 | COc1ccc2c(CC(=O)NC3CCCc4ccccc43)coc2c1 (stereo not given)
7 | CCOC(=O)c1c(NC(=O)c2cccs2)sc2c1CCN(C(=O)OCC)C2
10 | COc1ccc(Br)cc1/C=C/C(=O)OCC(=O)NCCc1ccc(S(N)(=O)=O)cc1
-12 | CC(=O)c1ccc(OC(=O)c2nc(-c3ccccc3)oc2C)cc1
1 | COc1ccc(C(=O)COC(=O)[C@@H](NS(=O)(=O)c2ccccc2)C(C)C)cc1
0 | COc1cc(C)nc(-c2csc(C)n2)n1
-10 | CC(C)c1ccc(CSc2ccc(S(=O)(=O)N3CCOCC3)cn2)cc1
-5 | COc1ccc(-c2cn3c(C)c(C(=O)N4CCc5ccccc5C4)sc3n2)cc1
23 | Cc1c(NC(=S)NC(=O)CCc2ccccc2)c(=O)n(-c2ccccc2)n1C
-1[25 µM] | CC(C)c1cn(CC[C@H]2CC[C@@H](NS(=O)(=O)c3ccc(F)cc3)[C@@H](CO)O2)nn1
-15 | Cc1nnc2c(N(C)S(=O)(=O)c3ccccc3)nc3ccccc3n12
5 | CC1(C(=O)Nc2ccc(Cl)c(Cl)c2)CCN1C(=O)CCC1CCCC1 (stereo not given)
2 | O=C(NCCN1CCOCC1)c1cccc(S(=O)(=O)N2CCCC2)c1
8 | O=C(O)c1ccccc1-c1ccccc1C(=O)NCc1cccnc1
5[25 µM] | COCC(=O)N1C[C@H](C)[C@H](OC)CN(C)C(=O)c2ccc(NC(=O)Nc3cccc(F)c3)cc2OC[C@H]1C
-13 | COc1ccc(CCNS(=O)(=O)CCNC(=O)c2ccccc2)cc1
-1 | Cc1ccccc1Cn1c(C)c(C(=O)NCC(C)C)sc1=O
0 | Cc1ccccc1N=C1SCCN1C(=O)CN1C(=O)NC2(CCCC2)C1=O
8 | C/C(=N\N=C1\NC(=O)C(CC(=O)Nc2ccc(Cl)cc2)S1)c1ccco1 (stereo not given)
-12[25 µM] | COc1ccc(S(=O)(=O)N(C)C[C@H]2Oc3c(NC(=O)Nc4c(C)noc4C)cccc3C(=O)N([C@@H](C)CO)C[C@H]2C)cc1
10 | Cc1nn(C)cc1/C=N/NC(=O)Cn1nnc(N)n1
3 | Cc1cc(C)c(NC(=O)COC(=O)c2ccncc2)c(C)c1

Individual results from above.
C/C(=N\N=C1\NC(=O)C(CC(=O)Nc2ccc(Cl)cc2)S1)c1ccco1 (stereo not given) in BL2 CD40 inh → 8
COc1ccc(S(=O)(=O)N(C)C[C@H]2Oc3c(NC(=O)Nc4c(C)noc4C)cccc3C(=O)N([C@@H](C)CO)C[C@H]2C)cc1 in BL2 CD40 inh → -12[25 µM]
O=C(O)c1ccccc1-c1ccccc1C(=O)NCc1cccnc1 in BL2 CD40 inh → 8
O=C(NCCN1CCOCC1)c1cccc(S(=O)(=O)N2CCCC2)c1 in BL2 CD40 inh → 2
Cc1ccccc1N=C1SCCN1C(=O)CN1C(=O)NC2(CCCC2)C1=O in BL2 CD40 inh → 0
Cc1cc(C)c(NC(=O)COC(=O)c2ccncc2)c(C)c1 in BL2 CD40 inh → 3
COc1ccc(CCNS(=O)(=O)CCNC(=O)c2ccccc2)cc1 in BL2 CD40 inh → -13

Going on with the list.
BL2 CD40 inh | compound
66* | CCOC(=O)c1cn2nc(N3CCCCC3)ccc2n1
1 | CC(C)c1cn(CC[C@@H]2CC[C@H](NC(=O)C3CCCCC3)[C@H](CO)O2)nn1
4 | O=C(COC(=O)/C=C/c1cccc(C(F)(F)F)c1)NC1CCS(=O)(=O)C1 (stereo not given)
9 | O=C(CCN1C(=O)c2cccc3cccc(c23)C1=O)NCc1cccnc1
4 | CC(CCc1ccccc1)NC(=O)COC(=O)CC1CC2CCC1C2 (stereo not given)
8 | COc1ccc(-c2nnnn2C(C)C)cc1
-2 | CC(=O)Nc1ccc(NC(=O)C(C)OC(=O)CNS(=O)(=O)/C=C/c2ccc(C)cc2)cc1 (stereo not given)
-50[25 µM] | N#C[C@H]1N[C@H](CO)[C@H]1c1ccc(-c2cccc(F)c2)cc1
-98 | CCn1c2ccccc2c2cc(NC(=O)N3CCOCC3)ccc21
-51 | COc1ccccc1CNC(=O)COC(=O)c1cccs1
3 | O=C1C(c2ccc(F)cc2)N(CC2COc3ccccc3O2)C(=O)CN1C1CCCCC1 (stereo not given)
8 | CCOc1ccc(NC(=O)CC)cc1
-7 | CCOC(=O)c1c(C)[nH]c(C(=O)CN2C(=O)NC(C)(C)C2=O)c1C
4 | COc1ccccc1NC(=O)N1C[C@@H]2[C@H](c3ccccc31)[C@@H](CO)N2C(=O)C1CC1
3 | C=CCN(Cc1ccc(Br)s1)C(=O)c1ccc(OCc2c(C)noc2C)cc1
-23 | O=C(Nc1ccc(F)cc1)Nc1nnc(-c2ccncc2)s1
19 | O=C(c1ccc(Cl)cc1)N1CCN(c2ccnc3cc(Cl)ccc23)CC1
1 | O=[N+]([O-])c1cccc(OCCN2CCC(Cc3ccccc3)CC2)c1
22 | O=C(Nc1nc(-c2ccc(S(=O)(=O)N3CCCC3)cc2)cs1)c1cccs1
9 | CCCNC(=O)N[C@@H]1CC[C@@H](CCn2cc(C3CCCC3)nn2)O[C@@H]1CO
-10 | O=C(NCc1nnnn1-c1ccc(F)c(F)c1)c1ccc2c(c1)OCO2
-3[25 µM] | CO[C@@H](CN(C)C(=O)Nc1ccc(Cl)cc1)[C@@H](C)CN(Cc1ccccc1Cl)[C@H](C)CO
17 | CCc1nc2c(OCc3cc(Cl)cc(Cl)c3)cccn2c1N(C)C(=O)CC(C)C
-15 | Cc1nc2cc(NC(=O)c3cccc(S(C)(=O)=O)c3)ccc2o1
8 | CC12CCC(C(=O)N(CC(=O)O)C1=O)C2(C)C (stereo not given)
-14 | O=C1CCCN1CCC(=O)N1CCCC(Nc2ccc(F)c(F)c2)C1 (stereo not given)
3 | Cc1ccc(Nc2c(O)nc[nH]c2=O)cc1
7 | CCCCn1c(N)c(N(CC(C)C)C(=O)c2cc(S(=O)(=O)N3CCOCC3)ccc2Cl)c(=O)[nH]c1=O
6 | CCCC(=O)Nc1ccc(C(=O)COC(=O)c2c(C)noc2C)cc1
-2 | Cc1ccccc1S(=O)(=O)N(C)C[C@@H]1OCc2ccccc2-c2c(n(C)c3ccccc23)C(=O)N([C@@H](C)CO)C[C@H]1C
0[25 µM] | COc1ccc(-c2ccc3n(c2=O)C[C@H]2[C@H](CO)[C@@H](C(=O)NCC4CC4)[C@@H]3N2S(C)(=O)=O)cc1
-44 | Cn1nnc(NC(=O)c2ccc3ccccc3c2)n1
3 | COCC(=O)Nc1ccccc1Br
5[25 µM] | CCCNC(=O)N1[C@H](CO)[C@@H](c2ccccc2-c2ccc(F)cc2)[C@@H]1C#N
-5 | CC(NC(=O)C(=O)NN=C1CCCC1)c1ccccc1 (stereo not given)
5 | Cc1ccc(OCC(=O)N/N=C2/SCC(=O)N2Cc2ccco2)cc1
1 | CCOC(=O)c1c(-n2cnnn2)sc2c1CCCC2
11[25 µM] | C[C@@H]1CN([C@@H](C)CO)C(=O)CCCn2cc(nn2)CO[C@H]1CN(C)S(=O)(=O)c1cccc(C#N)c1
4 | COc1ccc(S(=O)(=O)NNc2nc(C)cc(C)n2)cc1Br
-28[25 µM] | COc1ccccc1C#Cc1ccc([C@H]2[C@@H](C#N)N(C(=O)C3CCC3)[C@H]2CO)cc1

4 neighbouring entries already listed, for reference:
BL2 CD40 inh | compound
1 | CCOC(=O)c1c(-n2cnnn2)sc2c1CCCC2
11[25 µM] | C[C@@H]1CN([C@@H](C)CO)C(=O)CCCn2cc(nn2)CO[C@H]1CN(C)S(=O)(=O)c1cccc(C#N)c1
4 | COc1ccc(S(=O)(=O)NNc2nc(C)cc(C)n2)cc1Br
-28[25 µM] | COc1ccccc1C#Cc1ccc([C@H]2[C@@H](C#N)N(C(=O)C3CCC3)[C@H]2CO)cc1

Continued:
BL2 CD40 inh | compound
11 | Cc1oc(C(C)(C)C)cc1C(=O)NC1CCN(Cc2ccccc2)CC1
3 | COc1ccccc1NC(=O)COc1ccc(C(=O)OCC(=O)NC(C)(C)C)cc1OC
11 | O=C(NCCC1CCCCN1S(=O)(=O)c1ccc(Cl)cc1)C(=O)NCc1cccnc1 (stereo not given)
-46 | Cc1ccc(NC(=O)NCC(c2ccccc2)N(C)C)cc1 (stereo not given)
-10[25 µM] | C[C@H](CO)N1C[C@H](C)[C@@H](CN(C)CC2CCCCC2)Oc2c(NC(=O)Nc3ccc(F)cc3)cccc2C1=O
5 | Cc1nnc(SCC(=O)NC2CCCC(C)C2C)n1N (stereo not given)
-8 | O=C(Cc1cccc2ccccc12)N1CC[C@@]2(O)CCCC[C@H]2C1
-2 | N#C[C@H]1N[C@@H](CO)[C@H]1c1ccccc1
-4 | COCC(=O)N1C[C@H]2[C@@H](c3ccccc31)[C@H](CO)N2C(=O)C1CC1
-11 | N#C[C@@H]1[C@@H](c2ccc(C3=CCCCC3)cc2)[C@H](CO)N1C(=O)C1CCOCC1
0 | N#Cc1ccc(CN2C=NS(=O)(=O)c3ccccc32)cc1
5 | O=C1N[C@H](c2ccccc2)COCc2cn(nn2)CC[C@H]1Cc1ccccc1
-4[25 µM] | CO[C@@H]1CN(C)C(=O)c2cc(NS(=O)(=O)c3ccc(C)cc3)ccc2OC[C@@H](C)N(Cc2ccccn2)C[C@H]1C
9 | CCCn1c(=O)c2c(C(=O)OCC)cc(-c3ccco3)nc2n(CCC)c1=O
21 | O=S(Cc1cc(Oc2ccccc2)nc(-c2ccccc2)n1)c1ccccc1 (stereo not given)
-10 | CC1=CC(=O)C=C(C)C1=NOc1ccc([N+](=O)[O-])cc1
12 | C[C@@H]1CN([C@@H](C)CO)C(=O)c2ccccc2-c2ccccc2CO[C@@H]1CN(C)S(=O)(=O)c1ccccc1
1 | CSc1nnc(-c2ccc(C(F)(F)F)nc2C)o1
-16 | CCN=C1SC(CC(=O)Nc2ccccc2)C(=O)N1CC (stereo not given)
7 | COc1ccc(CC(=O)NNC(=O)COc2ccc(F)cc2)cc1S(=O)(=O)N1CCOCC1
-14 | O=C(Nc1nnc(Cc2ccccc2)s1)c1cnccn1
55* | COc1cc2c3nnc(-c4ccccc4)c-3cn(Cc3ccc(F)cc3)c2cc1OC
16 | O=C1CCCc2ccccc2N1Cc1ccccc1
? | COc1ccc(CN2CC3(CN(C(=O)Cc4ccccc4)C3)c3c([nH]c4cc(OC)ccc34)[C@H]2CO)cc1
6 | Cc1cc(N)n2nc(C(F)(F)F)nc2n1
-21[25 µM] | CO[C@H](CN(C)CC1CCOCC1)[C@H](C)CN(C(=O)Nc1ccc(F)cc1)[C@H](C)CO
-1 | COCCN(C(=O)COC(=O)CCn1c(C)csc1=O)c1c(N)n(Cc2ccccc2)c(=O)[nH]c1=O
-21 | C/C(CC(=O)NC(C)(C)C)=N\NC(=O)c1ccccc1N
24 | CC(C)CNC(=O)CSc1ccc(S(=O)(=O)N(C)C2CCCCC2)cn1
4 | CN(C)CCCNC(=O)c1cc2c3ccccc3n(C)c2s1

2 compounds drawn at random from the list so far, as already listed:
BL2 CD40 inh | compound
? | COc1ccc(CN2CC3(CN(C(=O)Cc4ccccc4)C3)c3c([nH]c4cc(OC)ccc34)[C@H]2CO)cc1
6 | Cc1cc(N)n2nc(C(F)(F)F)nc2n1

(further entries)
BL2 CD40 inh | compound
5 | O=C(CSc1ccc([N+](=O)[O-])cc1)Nc1nnc(C2CC2)s1
-18 | O=C(COc1ccccc1)Nn1cnc2ccccc21
8 | Cc1ccn2c(=O)nc(SCC(=O)N3CCN(c4ccccc4)CC3)nc2c1
-5 | O=C(COC(=O)c1ccccc1Cl)Nc1cccnc1Cl
-3[25 µM] | CCCNC(=O)N1CC(=O)N2[C@H](CO)[C@@H](c3ccc(C#Cc4cccc(OC)c4)cc3)[C@@H]2C1
-5 | CN1c2ccc(-c3ccc(C#N)cc3)cc2[C@@H]2[C@@H](CCN2S(=O)(=O)c2cccc(F)c2)[C@H]1CO
-1[25 µM] | C[C@H]1CN([C@@H](C)CO)C(=O)CCCn2nncc2CO[C@@H]1CN(C)C(=O)CCC(F)(F)F
5[25 µM] | N#C[C@H]1[C@@H](c2ccc(-c3ccccc3)cc2)[C@@H](CO)N1S(=O)(=O)Cc1ccccc1
4 | O=C(O)CCC(=O)Nc1ccc(C(=O)N2CCCCC2)cc1
-2 | CCOc1ccc(NC(=O)[C@@H]2CCCN2C(=O)c2cccs2)cc1S(=O)(=O)N1CCOCC1
-27 | O=C(Nc1ccccc1C(=O)NCCc1ccccc1)c1ccco1
3 | CNC(=O)COc1ncnc2sc(C)c(C)c12
-2 | Cc1noc(C)c1NC(=O)N[C@@H]1CC[C@@H](CCNC(=O)C2CCCCC2)O[C@H]1CO
9 | Cc1cccc(NC(=O)C2CCCN(S(=O)(=O)c3ccc4c(c3)oc(=O)n4C)C2)c1 (stereo not given)
5 | O=C(OCC(=O)N1CCN(C(=O)c2ccco2)CC1)c1sc2ccccc2c1Cl
-3[25 µM] | CCCN1[C@@H]2Cn3c(cccc3=O)[C@H]1[C@@H](C(=O)N[C@H](C)c1ccccc1)[C@@H]2CO
10 | COc1ccc(NC(=O)C(CCS(C)(=O)=O)NC(C)=O)cc1 (stereo not given)
2 | CC1CCN(C(=O)Oc2ccccc2)CC1
10 | CCOC(=O)c1c(C2COc3ccccc3O2)csc1NC(=O)c1ccccc1 (stereo not given)
4 | Cc1cc(C)n(CCCNC(=O)c2ccc(C)c(S(=O)(=O)N3CCOCC3)c2)n1
-30 | O=C(OC1CCOC1=O)C1CCN(S(=O)(=O)c2ccc(Cl)c(C(F)(F)F)c2)CC1 (stereo not given)

These rows are one share of the data. The share of hits here may be higher or lower than overall.
